GPR7 antag = GPR7 receptor antagonists, primary screen, cell-based, fluorescence, single concentration; 290,000 tested, 1.1% active; GPR7-expressing cells, fluorescence antagonist assay; inhibition, % at 4.4 µM; AID 1861, 2009; in the data active = inhibition above about 16%, passing the limit was not always enough;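 also: cells stimulated with the agonist NPW; 0% = agonist with vehicle and 100% = vehicle without agonist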
Target sequence (P48145 whole entry, looked up): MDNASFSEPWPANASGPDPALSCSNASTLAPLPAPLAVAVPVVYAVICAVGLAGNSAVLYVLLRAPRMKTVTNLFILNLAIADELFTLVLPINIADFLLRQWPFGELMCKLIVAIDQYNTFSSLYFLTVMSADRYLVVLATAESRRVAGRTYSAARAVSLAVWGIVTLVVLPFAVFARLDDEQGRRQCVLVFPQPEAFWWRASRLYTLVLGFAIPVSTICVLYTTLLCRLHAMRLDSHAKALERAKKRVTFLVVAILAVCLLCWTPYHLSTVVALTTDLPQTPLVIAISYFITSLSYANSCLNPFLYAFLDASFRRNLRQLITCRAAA
GalR3 antag = GalR3 antagonists in HEK293 cells, primary screen, cell-based, fluorescence readout; Galanin receptor type 3 (Homo sapiens), O60755; HEK293 GalR3-CNG cAMP membrane potential fluorescence; galR3 body fused to GalR1 C-terminus; inhibition, % at 3 µM; 360,000 tested, 0.44% active; AID 651719, 2012;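 active = inhibition above the screen-wide average plus 3 SD, cut at about 13% in these data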;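 also: forskolin and galanin both at EC90 stimulate the cells; cAMP rise reported by CNG channel membrane potential dye signal; 0% = forskolin plus galanin with DMSO and 100% = forskolin alone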
Target sequence (O60755 1-299 limits assumed): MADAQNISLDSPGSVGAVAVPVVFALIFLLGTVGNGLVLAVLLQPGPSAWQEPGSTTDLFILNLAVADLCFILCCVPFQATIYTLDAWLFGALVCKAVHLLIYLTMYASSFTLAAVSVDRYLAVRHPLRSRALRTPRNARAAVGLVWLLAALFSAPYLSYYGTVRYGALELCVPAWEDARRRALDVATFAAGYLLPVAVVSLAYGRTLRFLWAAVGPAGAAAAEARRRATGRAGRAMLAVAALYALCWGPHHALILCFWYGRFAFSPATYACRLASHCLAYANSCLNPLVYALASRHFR
V1aR counter = agonists of human V1a receptor, primary screen, counter-screen for OXTR agonist project, fluorescence, CHO-V1R cells | 320,000 tested, 0.25% active | Fluo-8 calcium fluorescence, agonist mode; 0% DMSO, 100% 3 nM vasopressin | AID 2797, 2010 | activation, % at 3 µM | Vasopressin V1a receptor (Homo sapiens), P37288;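 active = activation above the mean activation of all tested compounds plus 3 SD, per screening run, cut at about 20% in these data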;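 also: signal is peak over basal fluorescence ratio across a 100 second FLIPR read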
Target sequence (P37288 whole entry, looked up): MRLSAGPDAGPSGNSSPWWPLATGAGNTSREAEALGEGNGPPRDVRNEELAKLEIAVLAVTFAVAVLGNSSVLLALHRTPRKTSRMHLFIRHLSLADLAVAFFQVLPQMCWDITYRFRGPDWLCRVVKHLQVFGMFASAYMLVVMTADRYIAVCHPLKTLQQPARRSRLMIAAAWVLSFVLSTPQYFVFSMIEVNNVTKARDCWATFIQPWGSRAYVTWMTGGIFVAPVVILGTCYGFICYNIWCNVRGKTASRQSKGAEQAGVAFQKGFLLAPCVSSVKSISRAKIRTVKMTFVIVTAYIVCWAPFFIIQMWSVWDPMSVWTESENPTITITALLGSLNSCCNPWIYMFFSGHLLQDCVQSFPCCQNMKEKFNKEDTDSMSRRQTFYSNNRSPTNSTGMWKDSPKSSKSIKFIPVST
MEKK2mut PB1 HTS = MEK5 binding signal on mutant MEKK2 PB1, primary screen, biochemical, multiplex bead flow cytometry, Alexa488-MEK5 | Alexa488-MEK5 binding to MEKK2 mutant | percent response, % at 10 µM | 290,000 tested, 0.35% active | AID 1530, 2009; in the data active = percent response above about 24%, passing the limit was not always enough; also: inactives centre near 1; some results filed as inactive read as strong as hits
OXTR ag = human OXTR agonists, primary screen, fluorescence, CHO-OTR cells, Fluo-8 calcium | Fluo-8 calcium fluorescence; normalized: DMSO 0%, oxytocin 100% | 320,000 tested, 0.32% active | Oxytocin receptor (Homo sapiens), P30559 | activation, % at 3 µM;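 active = activation above the mean of all tested compounds plus 3 SD, cutoff set per screening run, cut at about 20% in these data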;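 also: peak over basal fluorescence ratio from a 100 s FLIPR kinetic read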
MEKK2wt PB1 HTS = modulators of MEK5 binding to wildtype MEKK2, primary screen, biochemical, multiplex bead flow cytometry, Alexa488-MEK5; Mitogen-activated protein kinase kinase kinase 2 (Homo sapiens), Q9Y2U5; Alexa488-MEK5 binding to MEKK2 WT; actives lie on both sides; binding response (% of control), % at 10 µM; 290,000 tested, 1.1% active; AID 1531, 2009; in the data active = binding response below about 67% or above about 130%
M18AAP inhibitor = PfM18AAP inhibitors, malaria aminopeptidase, primary screen, biochemical, QFRET, recombinant enzyme; H-Glu-NHMec fluorogenic cleavage; inhibition, % at 7.35 µM; 290,000 tested, 1.2% active;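 active = inhibition above the campaign mean inhibition over all tested compounds plus 3 SD, cut at about 28% in these data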;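 also: 0% = plate median of test compound wells and 100% = 2 mM ZnCl2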
OXTR potentiate = human OXTR potentiators, primary screen, fluorescence, CHO-OTR cells, Fluo-8 calcium; Oxytocin receptor (Homo sapiens), P30559; AID 2445, 2010; 320,000 tested, 0.061% active; activation, % at 3 µM; Fluo-8 calcium fluorescence, potentiator mode; 0% = oxytocin EC15, 100% = EC100;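 active = activation above that plate's cutoff, the mean activation of tested compounds plus 3 SD, cut at about 6.6% in these data, passing the limit was not always enough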;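 also: 100% uses oxytocin at 75 nM as the full agonist control; some results filed as inactive read as strong as hits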
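Replication – single well per compound, singlicate · Assay system – CHO cell line stably expressing human OTR · Timing – 6 min pre-incubation, 100 s read · Measure – normalized max/min fluorescence ratio, % activation · Doses – 3.0 µM, one dose · Detection – Fluo-8 calcium dye fluorescence · Probe or stimulus – oxytocin near EC15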
NALP1 yeast inh = NALP1 inflammasome inhibitors in reconstituted yeast, colorimetric, S. cerevisiae, triplicate retest; S. cerevisiae NALP1/ASC/caspase-1 growth, X-gal OD620, 72 h; inhibition, % at 10 µM; 280,000 tested, 0.61% active; AID 2071, 2009; in the data active = inhibition mostly above about 24%, no sharp cut-off; inactive = mostly below about 32%; also: some compounds called inactive have numbers as strong as hits
Starred values were filed as active, the others as inactive; . = not tested or not shown.

SMILES	GPR7 antag	GalR3 antag	V1aR counter	MEKK2mut PB1 HTS	OXTR ag	MEKK2wt PB1 HTS	M18AAP inhibitor	OXTR potentiate	NALP1 yeast inh
COC(=O)c1c(C)cc(C)n2c1nc1ccccc12	-3.9	2.2	-0.7	9.0	-2.0	112.0	-2.3	-9.9	5.7
CSc1nnc(CCCCCNC(=O)OC(C)(C)C)o1	19.0	-4.6	0.7	2.0	-1.0	95.0	3.2	-0.2	0.1
Cc1ccc(-c2cnc(SCCNC(=O)c3ccco3)[nH]2)cc1	.	-2.4	-1.1	.	-1.8	.	.	-6.2	.
CC(=O)Nc1ccc(NC(=O)CCCCCn2nnc3ccccc3c2=O)cc1	-10.4	-9.6	.	5.0	.	102.0	-0.6	.	18.6
CCOC(=O)NC(CC(=O)O)c1ccc(OC)c(OC)c1 (configuration not stated)	-8.0	-4.8	-0.4	1.0	0.9	107.0	2.2	-4.5	3.1
O=C(N1CCCCC1)N1CCN(S(=O)(=O)c2ccc(Cl)cc2)CC1	-11.5	-3.9	2.5	1.0	27.4*	105.0	-2.0	-24.0	4.4
O=C(Nc1ncn[nH]1)c1c(Cl)ccc(Cl)c1Cl	-13.0	-6.0	2.8	-3.0	2.0	91.0	-6.9	-10.9	18.5
COCc1ccc([C@@H]2C[C@H]3CN(Cc4cccc(Cl)c4)C(=O)[C@]34CCCN24)o1	1.8	5.3	0.4	-11.0	2.2	86.0	-1.5	-1.8	-10.7
CCc1ccc(N(C(=O)c2ccco2)C(C(=O)NC2CCCC2)c2ccncc2)cc1 (configuration not stated)	9.4	-9.0	-1.3	0.0	-1.2	103.0	-2.0	1.5	3.7
CC(C)(CNC(=O)c1cc(-c2ccc(Cl)s2)nc2ccccc12)N1CCOCC1	.	10.6	0.2	.	-1.2	.	.	-4.6	.
COC(=O)CSc1nc(C2CC2)cc(C(F)(F)F)c1C#N	-14.0	-3.1	0.0	3.0	1.5	107.0	2.8	-14.9	12.6
COC(=O)N/N=C\c1ccc(OC/C=C/c2ccccc2)c(OC)c1	-22.3	-3.2	0.1	-4.0	-0.4	92.0	5.5	-10.0	-19.6
Cc1csc(SCC(=O)Nc2nc(-c3ccccc3)cs2)n1	-7.8	4.0	0.0	5.0	-1.3	105.0	-6.7	-18.9	.
CN(C1=C(N2CCCCC2)C(=O)c2ccccc2C1=O)c1ccccc1	-2.7	-3.0	-1.3	0.0	-1.6	101.0	6.0	-1.9	-0.5
Cc1nnc(C)n1/N=C/C=C/c1ccccc1	3.7	-1.1	4.8	-5.0	0.2	96.0	-10.6	-11.5	5.3
O=C(CSc1nc2ccccc2c(=O)n1-c1ccccc1)N1CCCc2ccccc21	-6.5	7.8	1.6	7.0	-2.6	97.0	4.6	-4.1	23.4
C=CCC[C@@H](Cc1ccc(F)cc1)C(=O)OC[C@@H](Cc1c[nH]c2ccccc12)NC(=O)[C@@H](CC=C)CC(=O)N(CCO)Cc1ccccc1	.	-5.5	2.4	.	0.6	.	.	-10.6	.
O=C(c1ccco1)N1CCN(C(c2ccccc2)c2nnnn2Cc2cccs2)CC1 (configuration not stated)	6.5	-3.8	1.5	0.0	0.6	95.0	2.7	-6.1	2.9
CN1CCN(C(=O)CSc2ccc(Cl)cc2)CC1	-12.8	5.1	-0.2	-13.0	1.1	71.0	8.4	-5.5	-6.2
O=C(Nc1nc2ccccc2[nH]1)c1cc(F)cc(F)c1	-13.1	-9.8	1.9	3.0	0.3	110.0	7.6	-2.6	-39.3
O=C1CSc2ccc(C(=O)NCc3ccccn3)cc2N1	.	-3.9	1.6	.	1.5	.	.	3.5	.
O=S(=O)(Nc1cccc(-n2cnnn2)c1)c1cc(Cl)ccc1Cl	-9.0	-4.3	9.3	-2.0	6.0	94.0	10.4	-7.1	25.0
CCN(CC)S(=O)(=O)c1ccc(Oc2ccccc2)c(N)c1	-2.3	-7.8	2.2	1.0	0.7	100.0	3.1	-11.1	2.4
CCCNC(=O)CNC(=S)N(Cc1ccccc1F)C1CCCCC1	0.4	-1.8	-1.0	0.0	-1.0	109.0	-3.2	2.8	11.8
O=C(O)c1cccc(-n2cccc2C=C2C(=O)c3ccccc3C2=O)c1	-19.6	-4.9	0.0	-7.0	0.0	93.0	1.6	-0.7	-1.2

Later entries.
SMILES	GPR7 antag	GalR3 antag	V1aR counter	MEKK2mut PB1 HTS	OXTR ag	MEKK2wt PB1 HTS	M18AAP inhibitor	OXTR potentiate	NALP1 yeast inh
Nc1n[nH]c(C2CCCCC2)n1	-8.1	-4.2	0.0	-5.0	-1.3	90.0	3.4	-15.3	10.6
O=C(NCc1n[nH]c(=S)n1-c1ccc([N+](=O)[O-])cc1)c1ccc(S(=O)(=O)N2CCOCC2)cc1	4.7	2.5	-0.5	-5.0	-0.1	94.0	22.1	-10.2	-24.0
O=c1oc2ccccc2cc1C1=Nn2c(nnc2-c2cccnc2)SC1	-0.8	11.5	0.5	3.0	2.3	101.0	3.7	3.7	-23.7
CC(=O)c1cccc(NC(=O)N2CCCC2C(=O)Nc2cc(C)ccc2C)c1 (configuration not stated)	-0.6	-2.3	-1.0	5.0	-1.6	110.0	-2.5	-12.4	12.0
COc1cccc(-c2n[nH]c(=S)n2Cc2ccco2)c1OC	13.3	.	1.7	3.0	2.7	102.0	9.0	3.6	-6.8
COc1ccccc1CCN1CCCC(CN(C)C(=O)c2ccco2)C1 (configuration not stated)	-17.1	1.7	2.6	4.0	4.8	111.0	-2.8	-9.7	-9.5
C[C@@H](O)[C@H]1C(=O)N2C(C(=O)O)=C(S[C@@H]3CN[C@H](C(=O)N(C)C)C3)[C@H](C)[C@H]12	.	.	-0.1	4.0	1.3	104.0	.	-1.4	.
O=C1NC(=Nc2ccccc2)S/C1=C\c1cccnc1	-9.3	2.2	1.4	6.0	-1.3	101.0	5.4	-7.3	22.7
Cc1ccc(S(=O)(=O)N2CCCC(CCC(=O)NCc3ccccc3F)C2)s1 (configuration not stated)	0.8	-7.3	1.8	-7.0	-1.1	91.0	3.1	-17.9	16.9
CNc1ncc(C(=O)c2ccc(Br)cc2)s1	-12.9	-8.4	.	1.0	.	101.0	3.4	.	7.7
O=C(NNC(=O)c1cccs1)c1ccco1	1.9	-3.3	-0.2	-9.0	1.0	88.0	-0.5	-6.4	-14.0
CC(C)(C)OC(=O)C[C@H]1C/C=C\C[C@@H](CC(=O)NCCO)C(=O)NC[C@@H](c2ccccc2)OC1=O	.	-8.4	-0.3	.	0.3	.	.	0.1	.
Cc1[nH]c2ccccc2c1C(=O)CSCC(=O)O	2.0	-3.2	0.5	-6.0	1.1	86.0	-4.4	1.5	17.8
O=c1oc2ccc(C#CC3(O)CCCCC3)cc2cc1-n1cc(-c2ccccn2)nn1	.	-6.2	3.2	.	0.8	.	.	-0.2	.
CCc1sc(NC(=O)COC)nc1-c1ccccc1	6.4	-4.9	-1.9	2.0	-1.9	106.0	-0.1	-0.7	-2.0
COc1ccc(C(=O)NC23CC4CC(CC(C4)C2)C3)cc1OC	4.1	-5.2	1.0	1.0	-1.3	102.0	-18.7	7.5	27.4
CC1(C)CC(=O)C(C(C#Cc2ccccc2)C2=C(O)CC(C)(C)CC2=O)=C(O)C1	4.5	-3.5	3.2	6.0	0.8	109.0	-7.8	-6.1	15.9
COc1ccc2nc(NC(=O)C34CC5CC(CC(NC(C)=O)(C5)C3)C4)sc2c1	-12.1	-1.7	1.0	4.0	0.6	110.0	-1.9	-0.4	14.4
N=c1occ(C(=O)c2cc(F)ccc2O)cc1C(=O)NC1CCCCC1	3.7	-6.2	18.9	-7.0	3.3	96.0	2.4	-7.5	5.3
CC(=O)Oc1cccc(N2C(=O)C3CC=C(Cl)CC3C2=O)c1 (configuration not stated)	-4.4	1.0	0.1	3.0	-0.4	104.0	9.7	-20.1	-12.4
Cc1ccc(S(=O)(=O)N2CCN(C)CC2)c(C)c1N(C)S(=O)(=O)c1ccc(Cl)cc1	16.3	-4.5	4.0	17.0	10.2	105.0	5.8	-14.3	17.4
COc1ccc(NC(=O)Nc2ccc3c(c2)C(=O)N([C@H](C)CO)C[C@H](C)[C@@H](CN(C)S(=O)(=O)c2ccc(F)cc2)O3)cc1	.	-7.0	0.7	.	-0.2	.	.	-0.3	.
COc1cc(C2c3[nH]c4ccccc4c3C[C@H]3C(=O)N(CCO)CC(=O)N23)cc(OC)c1OC (some centres not stated)	-5.0	-5.8	0.8	9.0	-0.9	109.0	4.9	-9.7	-1.4
Oc1oc(-c2ccco2)nc1C=Nc1cccc(Cl)c1	1.9	-5.8	-1.0	-9.0	-1.4	85.0	5.9	-2.5	9.8
CCOc1cc(C=O)cc(Cl)c1OCC(N)=O	-6.3	-2.0	-1.2	3.0	-0.4	100.0	1.0	-5.9	29.6
COCCOC(=O)c1c(C)oc2ccc(NS(=O)(=O)c3ccc(F)cc3)cc12	-20.3	-7.1	0.1	1.0	-2.3	102.0	3.2	-18.5	.
CC(C)CC(=O)Nc1ccccc1N1CCOCC1	-2.5	-0.2	-0.2	3.0	-0.7	103.0	5.0	-8.2	30.8
CCOC(=O)N/N=C(/C)c1ccc([N+](=O)[O-])o1	16.0	-1.1	0.0	4.0	0.0	108.0	0.2	-4.2	-12.6
CCCn1ccnc1SCC(=O)Nc1c(C)n(C)n(-c2ccccc2)c1=O	.	-3.7	0.7	.	0.4	.	.	-2.1	.

An excerpt from above in order of count of non-hydrogen atoms, highest first.
SMILES	GPR7 antag	GalR3 antag	V1aR counter	MEKK2mut PB1 HTS	OXTR ag	MEKK2wt PB1 HTS	M18AAP inhibitor	OXTR potentiate	NALP1 yeast inh
Cc1ccc(S(=O)(=O)N2CCCC(CCC(=O)NCc3ccccc3F)C2)s1 (configuration not stated)	0.8	-7.3	1.8	-7.0	-1.1	91.0	3.1	-17.9	16.9
C[C@@H](O)[C@H]1C(=O)N2C(C(=O)O)=C(S[C@@H]3CN[C@H](C(=O)N(C)C)C3)[C@H](C)[C@H]12	.	.	-0.1	4.0	1.3	104.0	.	-1.4	.
COc1cccc(-c2n[nH]c(=S)n2Cc2ccco2)c1OC	13.3	.	1.7	3.0	2.7	102.0	9.0	3.6	-6.8
CSc1nnc(CCCCCNC(=O)OC(C)(C)C)o1	19.0	-4.6	0.7	2.0	-1.0	95.0	3.2	-0.2	0.1
CCc1sc(NC(=O)COC)nc1-c1ccccc1	6.4	-4.9	-1.9	2.0	-1.9	106.0	-0.1	-0.7	-2.0
O=C(NNC(=O)c1cccs1)c1ccco1	1.9	-3.3	-0.2	-9.0	1.0	88.0	-0.5	-6.4	-14.0

Screens from PubChem BioAssay.
